Assay outcomes from PubChem BioAssay.
Bim-Mcl-1: inhibitors of Bim-Mcl-1 interaction, human; actives 0.1% (n = 190,000); AID 1009; Bead-based flow cytometry, Bim peptide-Mcl-1 binding; inhibition, % at 10 µM; Q07820;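 further: 0% = no compound tracer wells and 100% = peptide blocker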
Bim-Bcl-XL: disrupts Bim peptide binding to human Bcl-XL; AID 1007; bead flow cytometry, fluorescence; actives 0.04% (n = 190,000); Q07817; inhibition, % at 10 µM
Mcl1-Bid inh: Mcl-1/Bid interaction inhibition; actives 0.97% (n = 220,000); Q07820; inhibition, % at 21.7 µM; TR-FRET Mcl-1/Bid-Dy647 peptide binding, 1536-well;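 active means compounds that cut the binding signal by more than half at the single screening dose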;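 further: His-tagged Mcl-1 with europium anti-His antibody binding Bid BH3 peptide; 0% = Mcl-1 plus peptide wells and 100% = peptide-only wells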
GSH bead fluor: compound fluoresces at 488/530 nm on GSH beads; GSH beads flow cytometry, compound fluorescence 488/530 nm; active compounds read high; fluorescence (KMESF) at 10 µM; actives 0.25% (n = 190,000); AID 1776; in the data active means fluorescence above about 89;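 further: glutathione beads carrying GST-tagged Bcl family fusion proteins plus one bare bead set; values are compound well signal with DMSO vehicle wells as background; inactives centre near 16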
RGS8-Gao reg: human RGS8-Galphao interaction regulation; P09471; multiplexed bead flow cytometry, RGS8-Galphao binding; actives lie on both sides; response (percent of control binding), % at 10 µM; actives 0.34% (n = 220,000); AID 1423; in the data active means response below about 60% or above about 140%; inactive means in between;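 further: Galphao activated as the GDP aluminium fluoride complex binding bead-coupled RGS8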
Target sequence (P09471 whole entry, looked up): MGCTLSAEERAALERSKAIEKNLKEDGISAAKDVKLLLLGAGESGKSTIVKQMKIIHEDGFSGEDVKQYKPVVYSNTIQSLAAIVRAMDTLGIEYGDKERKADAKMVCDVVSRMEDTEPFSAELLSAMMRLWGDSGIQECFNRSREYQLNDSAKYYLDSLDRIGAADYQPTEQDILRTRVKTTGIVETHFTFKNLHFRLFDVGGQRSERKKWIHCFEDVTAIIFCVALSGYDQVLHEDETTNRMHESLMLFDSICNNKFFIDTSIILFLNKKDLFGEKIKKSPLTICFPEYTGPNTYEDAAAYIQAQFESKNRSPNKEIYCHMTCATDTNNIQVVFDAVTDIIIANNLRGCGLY
RGS7-Gao: modulates binding of RGS7 to human Galphao; binding response (% of control), % at 10 µM; Multiplexed bead flow cytometry; actives lie on both sides; P09471; AID 1439; actives 0.35% (n = 220,000); in the data active means binding response below about 49% or above about 150%; inconclusive means no clear call, values can overlap the other calls; inactive means in between;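 further: fluorescent Galphao held in activated GDP-AlF4 state binding bead-coupled RGS7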
RGS4-Gao reg: modulates binding of RGS4 to human Galphao. Multiplexed bead flow cytometry; actives lie on both sides. AID 1415. actives 0.33% (n = 220,000). binding response (% of control), % at 10 µM; in the data active means binding response below about 49% or above about 150%; inactive means in between;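 further: fluorescent Galphao activated with aluminum fluoride binding bead-coupled RGS4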
Bcl-B Bim block: inhibitors of Bim-Bcl-B interaction, human | Q9HD36 | bead-based flow cytometry, Bim peptide-Bcl-B binding | inhibition, % at 10 µM | actives 0.073% (n = 190,000);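 further: 0% = tracer peptide without compound and 100% = reference inhibitor peptide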
Target sequence (Q9HD36 whole entry, looked up): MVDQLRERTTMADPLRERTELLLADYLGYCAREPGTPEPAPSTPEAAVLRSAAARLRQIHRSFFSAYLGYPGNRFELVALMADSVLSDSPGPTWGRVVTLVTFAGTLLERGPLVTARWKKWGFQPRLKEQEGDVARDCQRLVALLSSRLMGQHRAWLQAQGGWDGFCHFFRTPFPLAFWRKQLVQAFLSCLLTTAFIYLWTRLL
Bim-Bfl-1: disrupts Bim binding to human Bfl-1 | Q16548 | Bead-based flow cytometry, Bim-Bfl-1 binding inhibition | inhibition, % at 10 µM | actives 0.12% (n = 190,000) | AID 1008;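 further: 0% = wells without compound plus tracer and 100% = blocker peptide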
Bcl-2 Bim block: disrupts Bim peptide binding to human Bcl-2. inhibition, % at 10 µM. P10415. Bead-based flow cytometry, Bim peptide-Bcl-2 binding. AID 950. actives 0.06% (n = 190,000); in the data active means inhibition above about 40%; inconclusive means no clear call, values can overlap the other calls;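 further: 0% = no compound wells with probe peptide and 100% = reference peptide inhibitor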
Target sequence (P10415 whole entry, looked up): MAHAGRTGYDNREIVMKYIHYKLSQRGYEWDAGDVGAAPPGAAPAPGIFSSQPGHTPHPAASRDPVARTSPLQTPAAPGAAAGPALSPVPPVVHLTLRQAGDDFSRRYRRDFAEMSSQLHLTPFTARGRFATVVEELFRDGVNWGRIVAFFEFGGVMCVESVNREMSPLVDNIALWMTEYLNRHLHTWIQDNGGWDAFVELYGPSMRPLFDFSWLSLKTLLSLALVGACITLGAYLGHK
Bim-Bcl-W: disrupts Bim peptide binding to human Bcl-W; inhibition, % at 10 µM; AID 952; actives 0.02% (n = 190,000); bead-based flow cytometry;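 further: 0% = bound tracer without compound and 100% = peptide blocker; higher means less fluorescent Bim peptide bound to Bcl-W beads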
Target sequence (Q92843 whole entry, looked up): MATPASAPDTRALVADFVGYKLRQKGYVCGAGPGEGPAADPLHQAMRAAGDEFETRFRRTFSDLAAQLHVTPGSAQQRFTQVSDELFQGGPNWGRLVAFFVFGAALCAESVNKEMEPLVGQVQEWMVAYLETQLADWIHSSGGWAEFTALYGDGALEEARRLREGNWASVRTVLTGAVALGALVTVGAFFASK
Numbers without * were called inactive; ? = inconclusive. Unless noted, no stated cut-off is given here; in the data, active means inhibition above about 40%.

cpd	smiles	Bim-Mcl-1	Bim-Bcl-XL	Mcl1-Bid inh	GSH bead fluor	RGS8-Gao reg	RGS7-Gao
1	CC1(C)OC(=O)C(=CNc2ccccc2F)C(=O)O1	0	-9	-20	42	95	93
2	CCCCNc1cc(C(=O)O)cc(S(N)(=O)=O)c1Oc1ccccc1	5	7	7	20	100	105
3	CCN(CC)S(=O)(=O)c1ccc(N2CCOCC2)c(NC(=O)c2c3c(nc4ccccc24)CCC3)c1	-2	-6	20	8	102	92
4	O=C(NCc1cccnc1)c1cccc(C(F)(F)F)c1	0	-6	-20	45	100	95
5	Cc1cc(-c2ccc(Cl)s2)n[nH]1	-1	3	-17	59	95	95
6	COc1ccccc1NC(=S)NNC(=O)c1nn(C)c(C)c1Cl	-2	-1	-257	44	96	98
7	O=C(/C=C/c1ccco1)Nc1ccccc1N1CCCC1	0	-2	-53	17	101	98
8	Cc1ccc(CNC(=O)c2ccc3c(=O)[nH]c4c(C(=O)NCC5CCCO5)sc(=S)n4c3c2)cc1 (configuration not stated)	0	-2	17	25	101	103
9	O=C(Nc1ccccc1C(=O)N1CCOCC1)C1CCC(=O)N1C1CCCC1 (configuration not stated)	-4	-7	7	17	105	104
10	O=[N+]([O-])c1ccc(Oc2ccc(/C=N/O)cc2)nc1	0	-1	-2	9	103	102
11	CC1CC2(C)CC(C)C1(COC(=O)Nc1ccccc1)CO2 (configuration not stated)	0	-2	-20	10	96	91
12	CCC(c1nnnn1CCOC)N1CCN(C(=O)c2ccco2)CC1 (configuration not stated)	0	-5	25	24	102	99
13	Cc1ccc(OCCn2c3ccccc3n3nc(C)c(=O)nc23)cc1	-3	1	-8	16	103	?
14	CCOC(=O)C1(CC2CCCCO2)CCN(Cc2nc3ccccc3[nH]2)CC1 (configuration not stated)	-1	-5	-39	9	98	90
15	COc1ccc(OCC(=O)Nn2c(-c3ccc(OC)cc3)nc3ccccc3c2=O)cc1	-3	-7	3	17	101	105

cpd	RGS4-Gao reg	Bcl-B Bim block	Bim-Bfl-1	Bcl-2 Bim block	Bim-Bcl-W
1	95	-5	-9	-8	2
2	99	8	10	7	9
3	93	0	-3	0	-3
4	92	-10	-7	-3	1
5	95	-8	-13	-7	0
6	97	-10	-11	-7	2
7	99	-8	-1	0	-4
8	103	0	-4	0	1
9	102	-7	-12	-8	1
10	101	-2	-3	1	0
11	92	-3	-7	-7	-1
12	104	-6	-9	0	0
13	102	4	4	3	-3
14	96	-4	-7	-3	-3
15	103	3	-7	-5	-5

Next compounds:
cpd	smiles	Bim-Mcl-1	Bim-Bcl-XL	Mcl1-Bid inh	GSH bead fluor	RGS8-Gao reg	RGS7-Gao
16	CN(C)Cc1c(O)ccc2c3c(c(=O)oc12)CCCCC3	-1	-2	2	12	101	99
17	CCC(=O)Nc1ccc(C(=O)Cn2nc(C(=O)O)c3ccccc3c2=O)cc1	0	-5	-20	25	100	87
18	CCN(CC)c1nc(-c2ccccn2)nc(-c2ccccc2)c1C#N	0	-1	-9	14	101	89
19	O=C(Cn1cnc2ccccc2c1=O)N1CCN(Cc2ccccc2)CC1	1	0	-34	44	104	102
20	CCOC(=O)C(CO)(NC(C)=O)C(=O)OCC	-1	-5	-3	58	94	93
21	C=CCOC(=O)C1=C[C@@H](C2CCCCC2)C[C@@H](OCc2ccc(CO)cc2)O1	-2	0	0	17	99	99
22	Cc1ccc(-n2[nH]c(C)c(C=Nc3ccc(S(=O)(=O)Nc4nccs4)cc3)c2=O)c(C)c1	-1	-2	-42	17	102	99
23	CCC(C)[C@H](NC(=O)NCc1cccs1)C(=O)O (some centres not stated)	-3	-7	-9	15	96	94
24	CCOC(=O)c1cnn(-c2ccc(C(F)(F)F)cn2)c1N	-1	-4	0	19	102	103
25	O=C1/C(=C/c2cccnc2)SC(=S)N1c1ccccc1	-7	-8	-6	10	100	102
26	Cc1ccc(N(CC(=O)NC(C)(C)C)C(=O)CNC(=O)c2cccs2)c(C)c1	0	-2	-26	15	110	107
27	CC(C)NC(=O)CSc1nc(-c2ccccc2)cs1	-2	-2	-4	15	101	102
28	O=C(CCCCn1c(=O)[nH]c2ccsc2c1=O)NCC1CCCO1 (configuration not stated)	1	-4	-23	29	99	95
29	COC(=O)c1cc(-c2ccc(Cl)cc2)n(-c2ccc(S(N)(=O)=O)cc2)n1	-2	-2	-24	12	100	?
30	CCCCOC(=O)N/N=C/C=C/c1ccccc1	0	-3	1	21	100	101

cpd	RGS4-Gao reg	Bcl-B Bim block	Bim-Bfl-1	Bcl-2 Bim block	Bim-Bcl-W
16	98	-6	-11	-9	0
17	90	-8	-5	-9	-1
18	82	-6	-4	0	-1
19	104	-5	-10	-6	4
20	95	-6	-12	-7	1
21	101	-2	-4	-2	-1
22	99	-3	-7	-3	-3
23	92	-11	-14	-10	0
24	105	0	-2	-3	-1
25	100	-9	1	-1	-7
26	97	-7	3	3	-3
27	105	-8	-5	-3	-2
28	97	-6	-10	-4	0
29	101	0	2	2	-2
30	95	-2	-18	-10	0

Next section.
cpd	smiles	Bim-Mcl-1	Bim-Bcl-XL	Mcl1-Bid inh	GSH bead fluor	RGS8-Gao reg	RGS7-Gao
31	CN(C)S(=O)(=O)c1ccc(N2CCCC2)c(C(=O)NCc2cccc(C(F)(F)F)c2)c1	1	0	2	12	102	98
32	CC(=O)C1=C(N2CCCCC2)CCC1=O	3	7	-44	15	94	96
33	COc1ccc(C(=O)Nc2ccc(OC)c([N+](=O)[O-])c2)cc1Br	-2	-9	-16	21	98	94
34	OC(CNCc1ccc(Cl)c(Cl)c1)c1ccccc1 (configuration not stated)	0	3	0	25	114	101
35	CN(C(=O)COC(=O)c1ccc2c(c1)NC(=O)CS2)C1CCS(=O)(=O)C1 (configuration not stated)	-1	0	-26	13	101	98
36	Cc1ccc(SCc2nc(-c3ccncc3)no2)cc1	-1	-4	-31	14	103	104
37	O=C(CSc1nnc(NC(=O)c2c(F)cccc2F)s1)Nc1ccc(F)cc1	-7	-5	-9	11	100	100
38	CCn1nnnc1NCc1ccc(OCc2ccc(F)cc2Cl)c(OC)c1	-1	-2	1	14	100	97
39	COc1cc(C(=O)N2CCN(C(=O)Cc3ccccc3)CC2)cc(OC)c1OC	1	-2	-17	13	100	97
40	CC(C)(C)c1ccc(OCCC(=O)Nc2cccc(S(=O)(=O)N3CCCCC3)c2)cc1	-5	-3	-5	9	90	101
41	Cc1cc2nnc(SCC(=O)OC(C)C)n2c2ccccc12	-3	-4	-15	34	102	99
42	CC(C)Cn1c(O)c(/C=C2\C=NN=C2c2ccccc2)sc1=S	-2	-7	4	16	102	105
43	COc1ccc(CN(C(=O)c2ccco2)C2CC(C)N(C)CC2C)cc1 (configuration not stated)	0	0	-8	12	106	105
44	Nc1nc(SC2c3cccc4cccc(c34)C2NS(=O)(=O)c2ccccc2)n[nH]1 (configuration not stated)	1	-3	-28	6	100	104
45	CCCCN(CC)CCNC(=O)C1c2cc(OC)c(OC)cc2C(=O)N2CCc3ccccc3C12 (configuration not stated)	-1	-4	-26	14	100	101

cpd	RGS4-Gao reg	Bcl-B Bim block	Bim-Bfl-1	Bcl-2 Bim block	Bim-Bcl-W
31	98	0	-2	-2	-1
32	97	0	1	4	0
33	94	-17	-7	-4	-3
34	105	-2	-6	-3	0
35	100	0	-1	-4	0
36	103	-6	-12	-14	0
37	101	-4	-8	-4	-5
38	102	0	-3	-1	0
39	102	-6	-6	-7	0
40	104	0	-1	-7	-3
41	100	-6	-11	-2	-2
42	103	-17	-9	-13	0
43	107	-2	-3	0	-1
44	99	-1	5	0	0
45	96	-7	-11	-11	0

Given with two lines to a compound: part of the list above
Fields: Bim-Mcl-1	Bim-Bcl-XL	Mcl1-Bid inh	GSH bead fluor	RGS8-Gao reg	RGS7-Gao	RGS4-Gao reg	Bcl-B Bim block	Bim-Bfl-1	Bcl-2 Bim block	Bim-Bcl-W
31. CN(C)S(=O)(=O)c1ccc(N2CCCC2)c(C(=O)NCc2cccc(C(F)(F)F)c2)c1
 : 1	0	2	12	102	98	98	0	-2	-2	-1
32. CC(=O)C1=C(N2CCCCC2)CCC1=O
 : 3	7	-44	15	94	96	97	0	1	4	0
33. COc1ccc(C(=O)Nc2ccc(OC)c([N+](=O)[O-])c2)cc1Br
 : -2	-9	-16	21	98	94	94	-17	-7	-4	-3
34. OC(CNCc1ccc(Cl)c(Cl)c1)c1ccccc1 (configuration not stated)
 : 0	3	0	25	114	101	105	-2	-6	-3	0
35. CN(C(=O)COC(=O)c1ccc2c(c1)NC(=O)CS2)C1CCS(=O)(=O)C1 (configuration not stated)
 : -1	0	-26	13	101	98	100	0	-1	-4	0
36. Cc1ccc(SCc2nc(-c3ccncc3)no2)cc1
 : -1	-4	-31	14	103	104	103	-6	-12	-14	0
37. O=C(CSc1nnc(NC(=O)c2c(F)cccc2F)s1)Nc1ccc(F)cc1
 : -7	-5	-9	11	100	100	101	-4	-8	-4	-5
38. CCn1nnnc1NCc1ccc(OCc2ccc(F)cc2Cl)c(OC)c1
 : -1	-2	1	14	100	97	102	0	-3	-1	0
39. COc1cc(C(=O)N2CCN(C(=O)Cc3ccccc3)CC2)cc(OC)c1OC
 : 1	-2	-17	13	100	97	102	-6	-6	-7	0
40. CC(C)(C)c1ccc(OCCC(=O)Nc2cccc(S(=O)(=O)N3CCCCC3)c2)cc1
 : -5	-3	-5	9	90	101	104	0	-1	-7	-3
41. Cc1cc2nnc(SCC(=O)OC(C)C)n2c2ccccc12
 : -3	-4	-15	34	102	99	100	-6	-11	-2	-2
42. CC(C)Cn1c(O)c(/C=C2\C=NN=C2c2ccccc2)sc1=S
 : -2	-7	4	16	102	105	103	-17	-9	-13	0

Next part.
cpd	smiles	Bim-Mcl-1	Bim-Bcl-XL	Mcl1-Bid inh	GSH bead fluor	RGS8-Gao reg	RGS7-Gao
46	Cc1cc(Cl)ccc1OCC(=O)NCCCN1CCOCC1	0	3	-2	29	101	94
47	Cc1oc2ccc(OCc3ccc(F)cc3)cc2c1C(=O)O	-1	-1	12	17	82	76
48	CS(=O)(=O)N(CC(=O)NCC1CCCO1)c1ccc(Cl)c(Cl)c1 (configuration not stated)	1	0	-6	51	102	101
49	Cc1ccc2c(CSc3nc4ccccc4c(=O)n3CCCO)cc(=O)oc2c1C	1	-4	-31	14	100	101
50	COc1ccc(C(c2nnnn2C(C)(C)C)N2CCN(C)CC2)cc1OC (configuration not stated)	0	-4	-9	21	103	98
51	CCN1CNC(=S)N(CCc2ccccc2)C1	18	-7	-30	13	97	102
52	CCCCNC(=O)C(C#N)c1nc2ccccc2nc1N1CCN(c2ccccc2F)CC1 (configuration not stated)	-1	0	-20	10	100	99
53	CC(=O)c1cccc(N(C(=O)c2ccco2)C(C(=O)NC2CCCC2)c2ccncc2)c1 (configuration not stated)	2	-14	-18	61	97	98
54	CSc1ccccc1NC(=O)Nc1ccccc1	0	0	-21	53	98	96

cpd	RGS4-Gao reg	Bcl-B Bim block	Bim-Bfl-1	Bcl-2 Bim block	Bim-Bcl-W
46	100	-7	-14	-12	-2
47	83	-1	-3	1	0
48	102	-2	-6	4	0
49	99	-5	-10	-5	4
50	100	-4	-16	-11	-1
51	99	-6	-1	-3	-4
52	99	-1	-1	0	0
53	101	-5	-10	0	5
54	93	-1	-3	-3	0

Outcome played no part in choosing rows, and some 1.8% of all compounds hit somewhere here.
